Screening data as filed in PubChem BioAssay.
ATXN2 expr inh – reduces ATXN2 reporter expression in HEK-293 cells; HEK-293 ATXN2-luciferase reporter, luminescence, 24 h; Potency, µM (titrated, usually from 57 µM), inactives show top-dose activity change, negative = inhibition, usual class: inhibitors; 0.72% of 360,000 active; further: potency means the concentration at half of the fitted maximal effect; on the % scale 0 is the no-effect control and ±100 the full control effect; nearly all actives have a fitted effect of over 55% in size
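qHTS (up to 57 uM final) was run with 24 h compound exposure of reporter cells at 37 °C. Each well was multiplexed: SteadyGlo luminescence measured ATXN2-luciferase expression after a fluorogenic Gly-Phe-AFC viability readout (25 uM final).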
SW480 rerep – induces DNA re-replication in SW480 colon adenocarcinoma cells | SW480 DNA re-replication, Hoechst DNA content imaging, 48 h | Potency, µM (top dose mostly 46.1 µM), without a hit: at the highest dose re-replication activation, most hits filed as activators | 1.8% of 340,000 active | AID 624297; further: potency means the concentration at half of the fitted maximal effect; % of control where 0% means no effect; nearly all actives have a fitted effect of over 55% in size
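Per well, 250 cells were exposed to pinned compound for 48 hr. Nuclear DNA was visualised with Hoechst (40 min, 37 C) and total object intensity recorded by fluorescence scanning.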
IL1B secr inh – inflammasome signaling inhibition, IL-1 beta readout | THP-1 LPS/ATP IL-1B secretion, AlphaLISA, 16 h; hits give low values | activity change, % at 57.5 µM | 4.7% of 360,000 active; in the data active means activity change below about -50%; inconclusive means mostly about -30% to -49%; further: on the % scale 0 is the no-effect control and ±100 the full control effect
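Secreted IL-1B measured by AlphaLISA bead assay after 16 h compound exposure of THP-1 cells; compounds (final up to 57.5 uM) added 1 h before LPS (250 ng/mL) and ATP (1.25 mM) stimulation; lower signal means less secretion.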
HT1080 IDH1KD tx – HT-1080 IDH1 knockdown cell toxicity (counter line); HT-1080 IDH1 knockdown viability, ATP luminescence, 48 h; Potency, µM (highest dose often 46.1 µM), without a hit: at the highest dose activity, negative = toxicity, usual class: cytotoxic; 2% of 360,000 active; AID 686971;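 further: potency means the concentration at half of the fitted maximal effect; 0% = DMSO wells and -100% = cell-free medium wells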
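Assay cells: HT-1080 with IDH1 knockdown, 750 per well, RPMI/5% FBS. Exposure: 48 h at 37 °C following 2 h pre-incubation. Read: CellTiter-Glo luminescence; fitted concentration-response, curve class assigned.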
HT1080-NT tox – kills 2HG-producing HT-1080-NT fibrosarcoma cells; HT-1080-NT fibrosarcoma viability, CellTiter-Glo ATP luminescence, 48 h; Potency, µM (top dose mostly 46.1 µM), inactives show top-dose activity, negative = less viability, hits mostly cytotoxic; 1.6% of 360,000 active;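 further: NT is the 2HG producing partner of a matched IDH1 knockdown line; potency means the concentration at half of the fitted maximal effect; 0% = DMSO-treated cells and -100% = media-only wells without cells; nearly all actives have a fitted effect of over 55% in size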
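Compounds were tested in concentration-response format on HT-1080-NT cells for 48 hours at 37 degrees C. Cell viability came from CellTiter-Glo luminescence; curves were classified by r2, response magnitude and activity.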
KB-3-1 cytotox – kills parental KB-3-1 adenocarcinoma cells. Potency, µM (top dose mostly 46.1 µM), for the others: at the highest dose activity change, negative = cytotoxic, most hits filed as cytotoxic. 1.4% of 400,000 active. KB-3-1 viability, CellTiter-Glo ATP luminescence, 72 h. AID 1347075; further: potency means the concentration at half of the fitted maximal effect; on the % scale 0 is the no-effect control and ±100 the full control effect; nearly all actives have a fitted effect of over 60% in size
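Parental KB-3-1 adenocarcinoma cells in phenol-red-free DMEM with 10% FBS were pin-treated with compounds at several concentrations, incubated 72 h at 37 °C, and viability read by CellTiter-Glo luminescence; concentration-effect curves were fitted after normalization.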
S2 tox – reduces viability in counter-screen for ATXN expression inhibitors. Potency, µM (highest dose often 56.7 µM), most hits filed as cytotoxic. S2 cells (HEK-293 line with an ATXN2-luciferase reporter) viability, CellTiter-Fluor protease fluorescence, 24 h. AID 651635. 0.49% of 400,000 active; further: potency means the concentration at half of the fitted maximal effect; nearly all actives have a fitted effect of over 40% in size
MCF10A rerep – induces DNA re-replication in MCF 10a normal breast cells | MCF 10A DNA re-replication, Hoechst nuclear intensity, 48 h | Potency, µM (doses to about 46.1 µM), for the others: at the highest dose activity, positive = re-replication, most hits filed as activators | 2.9% of 350,000 active | AID 624296; further: potency means the concentration at half of the fitted maximal effect; % of control where 0% means no effect; nearly all actives have a fitted effect of over 50% in size
HepG2 viability – kills HepG2 cells in TGF-b inhibitor counter-screen. 0.76% of 410,000 active. Potency, µM (titrated, usually from 46.1 µM), without a hit: at the top dose activity change, negative = cytotoxicity, actives largely listed as cytotoxic. AID 588856. HepG2 CAGA-GFP viability, ATP luminescence, 18 h; further: potency means the concentration at half of the fitted maximal effect; some results filed as inactive show a strong effect at the top dose
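HepG2 CAGA-GFP cells (1000/well, DMEM with 1% FBS) received compound, then TGF-beta at 500 pg/mL final, and were incubated 18 hours at 37 degrees C. Viability was read by CellTiter-Glo luminescence. Media-only wells were set as complete cell-killing and DMSO as no toxicity.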
Active calls of the source: *; i = inactive; ? = inconclusive; / = not tested or not shown; [ ] = remark or other dose. Unless noted, the call rests on the fitted dose curve; in most records, active means well fitted curve in the direction sought with a large enough effect; inconclusive means small, poorly fitted or top-dose-only effect, or another doubt; inactive means no such curve, though single readings can be large; an effect the other way counts as inactive or inconclusive.

The first 6 compounds (preview)
SMILES	ATXN2 expr inh	SW480 rerep	IL1B secr inh	HT1080 IDH1KD tx	HT1080-NT tox	KB-3-1 cytotox	S2 tox	MCF10A rerep	HepG2 viability
CCOC(=O)N1CCN(c2ccccc2O)CC1	4%	-5%	-3	12%	18%	8%	i	11%	5%
Cc1ccc(CN(C(=O)c2ccc(F)cc2)c2ccccn2)o1	5%	/	/	/	/	15%	i	/	0%
COc1ccccc1C(O)P(=O)(OC(C)C)c1ccc(N(C)C)cc1 (configuration not stated)	-2%	-1%	6	8%	17%	0%	i	4%	4%
COc1ccc(C2=COc3ccccc3C(=O)N2)cc1	32%	-7%	-3	-7%	-10%	-6%	i	6%	-14%
COC(=O)CC1NCCc2cc(OC)c(OC)cc21 (configuration not stated)	-16%	-29%	8	-3%	-1%	2%	i	-13%	16%
COc1cccc(C(=O)N/N=c2\oc3c(OC)cccc3cc2C(=O)NCc2ccccc2)c1	0%	0%	0	0%	-9%	-7%	i	0%	8%

Main list, repeating the preview:
SMILES	ATXN2 expr inh	SW480 rerep	IL1B secr inh	HT1080 IDH1KD tx	HT1080-NT tox	KB-3-1 cytotox	S2 tox	MCF10A rerep	HepG2 viability
CCOC(=O)N1CCN(c2ccccc2O)CC1	4%	-5%	-3	12%	18%	8%	i	11%	5%
Cc1ccc(CN(C(=O)c2ccc(F)cc2)c2ccccn2)o1	5%	/	/	/	/	15%	i	/	0%
COc1ccccc1C(O)P(=O)(OC(C)C)c1ccc(N(C)C)cc1 (configuration not stated)	-2%	-1%	6	8%	17%	0%	i	4%	4%
COc1ccc(C2=COc3ccccc3C(=O)N2)cc1	32%	-7%	-3	-7%	-10%	-6%	i	6%	-14%
COC(=O)CC1NCCc2cc(OC)c(OC)cc21 (configuration not stated)	-16%	-29%	8	-3%	-1%	2%	i	-13%	16%
COc1cccc(C(=O)N/N=c2\oc3c(OC)cccc3cc2C(=O)NCc2ccccc2)c1	0%	0%	0	0%	-9%	-7%	i	0%	8%
COc1ccccc1N1CC(C(=O)Nc2nnc(SCc3cccnc3)s2)CC1=O (configuration not stated)	-7%	10%	11	2%	2%	/	i	1%	-46%
COc1ccc(-c2cn3cccnc3n2)cc1NC(=O)CC(C)C	4%	-11%	-5	19%	11%	2%	i	-3%	-13%
C/C(=N\NC(=O)c1cc2ccccc2cc1O)c1cccs1	7%	-6%	-50*	?	?	-12%	/	?	-34%
CC(C)CN(C(=O)CN(C)CC(=O)Nc1ccccc1C#N)c1c(N)n(CC(C)C)c(=O)[nH]c1=O	16%	-6%	13	-10%	1%	3%	i	0%	4%
O=C(COc1ccc(S(=O)(=O)NC2CCCC2)cc1)N1CCCCC1	-3%	20%	0	-2%	-3%	8%	i	9%	0%
CC(=O)N1CCCc2cc(S(=O)(=O)N3CCC(C(=O)Nc4ccc(C)cc4Cl)CC3)ccc21	-21%	/	/	/	/	-3%	i	/	-26%
CN(C(=O)COC(=O)c1ccc(CN2CCCC2=O)cc1)c1ccccc1	/	-2%	10	0%	3%	0%	i	13%	-2%
O=C(N/N=C/c1cccc(Oc2ccccc2)c1)c1cc[n+]([O-])cc1	2%	1%	-1	12%	0%	0%	i	2%	-11%
CC(=O)Nc1ccc(NC(=O)CN(c2cccc(C(C)=O)c2)S(C)(=O)=O)cc1	-3%	-2%	-5	19%	18%	7%	i	?	-1%
Cc1cc(C)nc(N2C(=O)CC(Cc3ccccc3)C2=O)n1 (configuration not stated)	-4%	-1%	5	-20%	4%	4%	i	0%	-12%
CC(=O)N1CCN(c2ccc(NC(=O)c3cccc(C)c3)cc2)CC1	28%	-3%	-1	7%	17%	1%	i	4%	-9%
CCc1nnc(-n2nc(C)cc2-c2ccccc2)n1N	-14%	-2%	4	4%	13%	-1%	i	11%	15%
CSCCC(NC(=O)c1cccc([N+](=O)[O-])c1)C(=O)OCC(=O)N1CCCC1=O (configuration not stated)	6%	-9%	5	0%	2%	1%	i	0%	2%
COc1cc(NC(=S)NC2CC(C)(C)NC(C)(C)C2)c(OC)cc1Cl	-31%	6%	?	-20%	-10%	17%	i	2%	-15%
C=C(C)CN=CC1(C)CCC(C)=CO1 (configuration not stated)	-4%	0%	-1	13%	3%	-4%	i	9%	1%
OC(c1ccc(F)c(F)c1)c1nc(-c2cccs2)cs1 (configuration not stated)	8%	/	-12	-4%	-1%	0%	i	/	-30%
CC1(C)CC(=O)C(C(C2=C(O)CC(C)(C)CC2=O)c2cccs2)C(=O)C1 (configuration not stated)	0%	?	-96*	-12%	-1%	7%	i	?	-83%
O=C(COC(=O)/C=C/c1ccccc1Cl)NC1CCCCCC1	4%	4%	0	0%	12%	-9%	i	4%	-1%
CCCCNC(=O)/C(C#N)=C/c1cccnc1	/	-2%	7	13%	23%	13%	i	?	-2%
CSc1nccc(-c2c(-c3ccc(Cl)cc3)noc2C)n1	-29%	-3%	-6	-6%	0%	-1%	i	?	-19%
CC1(C(=O)NS(C)(=O)=O)CCN1C(=O)Cc1ccc(-c2ccccc2)cc1 (configuration not stated)	3%	/	5	9%	?	0%	i	/	1%
Cc1cn2c(=O)cc(COc3ccccc3NC(=O)c3ccc(C(C)(C)C)cc3)nc2s1	15%	/	/	/	/	-1%	i	/	-3%
Cc1c(NC(=O)C(Sc2ccccc2)c2ccccc2)cccc1[N+](=O)[O-] (configuration not stated)	-3%	-2%	-6	-2%	-4%	-21%	i	4%	3%
Cn1nc(C(=O)NC2CCCCC2)c2ccccc2c1=O	-14%	-3%	-18	-2%	2%	1%	i	3%	-4%
COc1ccc(-c2nnn(CC(=O)N(CC(=O)NCCC(C)C)Cc3cccs3)n2)cc1OC	-6%	1%	19	-23%	5%[9.24 µM]	-1%	i	-2%	-2%
CN(CC(=O)N1CCc2[nH]c3ccc(F)cc3c2C1)CC1OCCO1	-5%	-1%[9.22 µM]	-7	1%	2%	10%	i	-22%	-27%
COC(=O)[C@]1(CC(C)C)N[C@H](c2ccc(SC3CCCCC3)cc2)[C@@H]2C(=O)N(C)C(=O)[C@@H]21	-8%	-12%	?	-16%	-1%	?	?	-2%	-3%
Cc1cc(=O)[nH]c(NCc2ccccc2)n1	3%	-11%	27	7%	1%	18%	i	-1%	-19%
Nc1nc2c(ncn2[C@@H]2O[C@H](CNCC3=Cc4cc(O)ccc4OC3)[C@@H](O)[C@H]2O)c(=O)[nH]1	-4%	/	10	28%	20%	0%	i	/	-10%
COC(=O)CC(c1ccc(C#N)cc1)n1c(C)ccc1C (configuration not stated)	5%	0%	-18	-8%	-13%	11%	i	27%	1%
CC(C)CCNC(=O)CN(CC1CCCO1)C(=O)CCC(=O)Nc1nccs1 (configuration not stated)	-6%	-4%	9	-1%[9.24 µM]	13%	8%	i	0%	-8%
COc1ccccc1NC(=O)CC(C)n1nc(C)cc1C (configuration not stated)	1%	/	/	/	/	0%	i	/	5%
O=C(Nc1ccccc1)c1cc(C2CCCCN2S(=O)(=O)Cc2cccc(C(F)(F)F)c2)on1 (configuration not stated)	12%	/	-28	21%	2%	-1%	i	/	-12%
O=C(CNC(=O)c1ccc(Cl)cc1)Nc1ccc(S(=O)(=O)Nc2ncccn2)cc1	-8%	-4%	21	5%	1%	-1%	i	-1%	21%
CC(CCc1ccccc1)NC(=O)Cc1ccc(Br)cc1 (configuration not stated)	-1%	3%	-4	-2%	-22%	0%	i	9%	-13%
CC1(C)CC(=O)C=C(Nc2ccccc2)C1	10%	-24%	-4	7%	8%	-2%	i	-2%	8%
O=C(Nc1ccc2c(c1)[C@H]1C[C@@H](CC(=O)N3CCOCC3)O[C@@H](CO)[C@H]1O2)C1CCOCC1	3%	/	-10	17%	1%	16%	i	/	2%
